# IL-1B inflam inh = inflammasome signaling inhibition, IL-1 beta readout; 4.7% of 360,000 active; AID 743279; THP-1 LPS/ATP IL-1B secretion, AlphaLISA, 16 h; stronger effect = lower value; activity change, % at 57.5 µM; in the data active = activity change below about -50%; inconclusive = mostly about -30% to -49%; note: % is set by controls: 0 for no effect and ±100 for the full control effect
#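 THP-1 cells pretreated 1 hr with compounds (up to 57.5 uM final), then stimulated with LPS (250 ng/mL final) plus ATP (1.25 mM final); secreted IL-1B measured by AlphaLISA after 16 hr, decreased signal indicating inhibition.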
# ATXN viability = viability counter-screen for ATXN expression inhibitors. S2 cells (HEK-293 line with an ATXN2-luciferase reporter) viability, CellTiter-Fluor protease fluorescence, 24 h. Potency, µM (series often up to 56.7 µM), most hits filed as cytotoxic. 0.49% of 400,000 active; note: potency is the fitted concentration of half-maximal effect; nearly all actives have a fitted effect of over 40% in size
# HT1080NT lethal = kills 2HG-producing HT-1080-NT fibrosarcoma cells; HT-1080-NT fibrosarcoma viability, CellTiter-Glo ATP luminescence, 48 h; Potency, µM (highest dose often 46.1 µM), for the others: top-dose activity, negative = less viability, actives largely listed as cytotoxic; 1.6% of 360,000 active; AID 686970;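 note: NT is the 2HG producing partner of a matched IDH1 knockdown line; potency is the fitted concentration of half-maximal effect; 0% = DMSO-treated cells and -100% = media-only wells without cells; nearly all actives have a fitted effect of over 55% in size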
#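 Read-out is CellTiter-Glo luminescence after 10 minutes at room temperature, following 48 hours' compound treatment of HT-1080-NT cells (750 cells/well, RPMI, 5% FBS, 37 degrees C).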
# KB-3-1 tox = KB-3-1 parental cell cytotoxicity | KB-3-1 viability, CellTiter-Glo ATP luminescence, 72 h | Potency, µM (top dose mostly 46.1 µM), for inactives: top-dose activity change, negative = cytotoxic, usual class: cytotoxic | 1.4% of 400,000 active | AID 1347075; note: potency is the fitted concentration of half-maximal effect; % is set by controls: 0 for no effect and ±100 for the full control effect; nearly all actives have a fitted effect of over 60% in size
#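 Screening of KB-3-1 cells (DMEM, 10% FBS, phenol-red free) ran from lowest to highest compound concentration; after 72 h at 37 °C viability was read luminescently and curves fitted.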
# HT1080 IDH1KD tx = kills HT-1080 cells with IDH1 knockdown. HT-1080 IDH1 knockdown viability, ATP luminescence, 48 h. Potency, µM (titrated, usually from 46.1 µM), for the others: at the top dose activity, negative = toxicity, most hits filed as cytotoxic. 2% of 360,000 active. AID 686971;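 note: potency is the fitted concentration of half-maximal effect; 0% = DMSO wells and -100% = cell-free medium wells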
#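 Using the IDH1-knockdown HT-1080 line run in the same batch and compound series as the NT line, viability after 48 h at 37 °C was determined by CellTiter-Glo luminescence and expressed as % activity.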
# MCF10A rereplic = DNA re-replication induction in MCF 10a cells; MCF 10A DNA re-replication, Hoechst nuclear intensity, 48 h; Potency, µM (highest dose often 46.1 µM), for the others: top-dose activity, positive = re-replication, usual class: activators; 2.9% of 350,000 active; AID 624296; note: potency is the fitted concentration of half-maximal effect; % of control where 0% means no effect; nearly all actives have a fitted effect of over 50% in size
# SW480 rerep = induces DNA re-replication in SW480 colon adenocarcinoma cells. AID 624297. SW480 DNA re-replication, Hoechst DNA content imaging, 48 h. 1.8% of 340,000 active. Potency, µM (titrated, usually from 46.1 µM), without a hit: top-dose re-replication activation, hits mostly activators; note: potency is the fitted concentration of half-maximal effect; % of control where 0% means no effect; nearly all actives have a fitted effect of over 55% in size
#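 Readout is total intensity of Hoechst-stained nuclei, excited at 405 nm and collected at 500-530 nm. Compound treatment lasted 48 hr at 37 C in 5% CO2 before staining.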
# ATXN2 expr inh = ATXN2 expression inhibition. AID 1745845. HEK-293 ATXN2-luciferase reporter, luminescence, 24 h. 0.72% of 360,000 active. Potency, µM (titrated, usually from 57 µM), for the others: at the top dose activity change, negative = inhibition, usual class: inhibitors; note: potency is the fitted concentration of half-maximal effect; % is set by controls: 0 for no effect and ±100 for the full control effect; nearly all actives have a fitted effect of over 55% in size
#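 qHTS (up to 57 uM final) was run with 24 h compound exposure of reporter cells at 37 °C. Each well was multiplexed: SteadyGlo luminescence measured ATXN2-luciferase expression after a fluorogenic Gly-Phe-AFC viability readout (25 uM final).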
# KB-V1 cytotox = KB-V1 MDR subline cytotoxicity. AID 1347076. 3.4% of 400,000 active. KB-V1 MDR cells viability, CellTiter-Glo, 72 h. Potency, µM (top dose mostly 46.1 µM), for the others: at the highest dose activity change, negative = cytotoxicity, usual class: cytotoxic; note: potency is the fitted concentration of half-maximal effect; % is set by controls: 0 for no effect and ±100 for the full control effect; nearly all actives have a fitted effect of over 60% in size
#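 qHTS viability screen in drug-selected KB-V1 MDR cells: 72 h compound treatment at 37 degrees C, ATP luminescence end point.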
# * = called active by the depositor; i = inactive; ? = inconclusive; . = no result given; & = joins results of further samples; [ ] = dose if it differs, or a comment. Unless noted, calls come from the whole dose curve; as a rule, active = well fitted curve in the direction sought with a large enough effect; inconclusive = small, poorly fitted or top-dose-only effect, or another doubt; inactive = no such curve, though single readings can be large; an effect the other way counts as inactive or inconclusive.
(1) CCCCOC(=O)c1ccc(N/C(=N\S(=O)(=O)c2ccccc2)c2ccccc2)cc1
(2) Cn1c(N)c(-c2ccccc2)c2ccc([N+](=O)[O-])cc2c1=O
(3) O=C(COC(=O)c1cccnc1)Nc1ccc2c(c1)OCO2
(4) COc1cccc(OC)c1C(=O)Nc1ccc(S(=O)(=O)Nc2cc(C)nc(C)n2)cc1
(5) CCC(C)[C@@H](C(=O)NCC1CCC(C(=O)O)CC1)n1nnc2ccccc2c1=O (stereo partly specified)
(6) COc1ccccc1-c1cc(C(=O)Nc2cc(C)on2)no1
(7) Cc1ccc(S(=O)(=O)N2CCOCC2)cc1NC(=O)CSc1ccccn1
(8) COc1cc(CNCc2cccc3ccccc23)cc(OC)c1

assay / entry | 1 | 2 | 3 | 4 | 5 | 6 | 7 | 8
IL-1B inflam inh | -54* | -21 | 20 | -7 | 3 | 3 | 12 | 8
ATXN viability | ? | i | i | i | i | i | i | i
HT1080NT lethal | ? | ? | 10% | 10% | -1% | -16% | 2% | -11%
KB-3-1 tox | 24% | -3% | 6% | 19% | 11% | 0% | 3% | -8%
HT1080 IDH1KD tx | ? | ? | 5% | 11% | 6% | -30% | 3% | -7%
MCF10A rereplic | ? | ? | -3% | -3% | -1% | 1% | -32%[inhibitor] | 9%
SW480 rerep | -1% | 17% | -7% | 0% | -1% | 21% | -10%[1.84 µM] | 0%
ATXN2 expr inh | -10% | 17% | ? | -8% | 3% | 3% | -2%[2.22 µM] | .
KB-V1 cytotox | -3% | -24% | -7% | 19% | 0% | -17% | 9% | -21%

# 2 compounds picked at random from those above, as already listed:
(4) COc1cccc(OC)c1C(=O)Nc1ccc(S(=O)(=O)Nc2cc(C)nc(C)n2)cc1
(2) Cn1c(N)c(-c2ccccc2)c2ccc([N+](=O)[O-])cc2c1=O

assay / entry | 4 | 2
IL-1B inflam inh | -7 | -21
ATXN viability | i | i
HT1080NT lethal | 10% | ?
KB-3-1 tox | 19% | -3%
HT1080 IDH1KD tx | 11% | ?
MCF10A rereplic | -3% | ?
SW480 rerep | 0% | 17%
ATXN2 expr inh | -8% | 17%
KB-V1 cytotox | 19% | -24%

# Remaining list, next part.
(9) CCN1CCN(c2ncnc3c2cnn3-c2ccc(C)c(Cl)c2)CC1
(10) CCSc1ccccc1C(=O)Nc1nc2ccccc2c(=O)[nH]1
(11) COc1cc([N+](=O)[O-])ccc1NC(=O)N1CCN(c2cc(-c3noc(C)n3)ccc2C)CC1
(12) COc1ccccc1/C=C1\SC(=S)N(Nc2nc(C)cc(C)n2)C1=O
(13) Cc1c(N2C(=O)c3ccccc3C2=O)c(=O)n(-c2ccccc2)n1C
(14) CCCCn1c(N)c(N(Cc2ccccc2OC)C(=O)C(C)Oc2ccc(Br)cc2)c(=O)[nH]c1=O (stereo unspecified)
(15) OCCNc1nc2ccccc2[nH]1
(16) CC(C)OC(=O)CSc1nnc(CNc2cccc(Cl)c2)n1C

assay / entry | 9 | 10 | 11 | 12 | 13 | 14 | 15 | 16
IL-1B inflam inh | . | 6 | . | 18 | 6 | 33 | 24 | -18
ATXN viability | i | . | i | i | i | i | i | i
HT1080NT lethal | . | -14% | . | 0%[9.24 µM] | -3% | 6% | 12% | -3%
KB-3-1 tox | 7% | -8% | -7% | 5% | 6% | 6% | 10% | -2%
HT1080 IDH1KD tx | . | ? | . | -16% | 0% | 3% | 9% | -4%
MCF10A rereplic | . | 21% | . | 2% | 12% | -8% | 3% | ?
SW480 rerep | . | ? | . | -2% | -3% | -1% | -3% | -2%[9.22 µM]
ATXN2 expr inh | 3% | -2%[11.3 µM] | 1% | -7% | -10% | 3% | -4% | -5%
KB-V1 cytotox | 22% | 18µM* | ? | 6% | ? | -14% | 14% | -16%

(17) Cc1ccc(NC(=O)CCNC(=O)c2ccccc2Cl)nc1
(18) C[C@@H]1CN([C@@H](C)CO)C(=O)CCCn2nncc2CO[C@H]1CN(C)Cc1cccc(O)c1
(19) CC(=O)/C(=C\N(C)C)Sc1ccc(C)cc1
(20) C=CCN=C1CC(C)(C)C(C(=O)OC)C(O)=C1C(=O)CCC (stereo unspecified)
(21) CCCCC(CCCCl)C(=O)Nc1ccccc1 (stereo unspecified)
(22) CC(C)N(CCn1c(SCC(=O)N2CC(=O)Nc3ccccc32)nc2ccccc2c1=O)C(C)C
(23) CCOC(=O)C1(C)CCCCCN1C(=O)c1ccccc1F (stereo unspecified)
(24) CCN1C[C@@H]2[C@@H]3C(=O)N(Cc4ccccc4)C(=O)[C@@H]3[C@](C)(C1=O)N2C(=O)c1ccc(F)cc1

assay / entry | 17 | 18 | 19 | 20 | 21 | 22 | 23 | 24
IL-1B inflam inh | 2 | -4 | 2 | -10 | -15 | 0 | 1 | 46
ATXN viability | i | i | i | i | i | i | i | i
HT1080NT lethal | -11% | -8% | 17% | -1% | 8% | -6% | -6% | 4%
KB-3-1 tox | . | 0% | 15% | 13% | 1% | 15% | 0% | 8%
HT1080 IDH1KD tx | -4% | -6% | 11% | -2% | -5% | -1% | 9% | 11%
MCF10A rereplic | 0% | . | -2% | 1% | 8% | 26% | . | -1%
SW480 rerep | -6% | . | -90%[inhibitor] | -19% | 5% | 1% | . | ?
ATXN2 expr inh | -7% | -10% | -11% | 0% | -23%[11.3 µM] | -7% | -5% | 11%
KB-V1 cytotox | . | ? | 4% | -13% | ? | -27% | -1% | 0%

(25) CCN1C(=O)[C@H]2[C@@H](c3ccc(C)cc3)N3C(=O)N(c4ccc(C(F)(F)F)cc4)C(=O)[C@@]3(CC)[C@H]2C1=O
(26) O=C(Nc1cccc(Cl)c1Cl)c1cc(S(=O)(=O)NCCc2ccccc2)ccc1F
(27) O=C(CN1CCCC1c1cccs1)Nc1cccc(S(=O)(=O)N2CCCC2)c1 (stereo unspecified)
(28) CC(=O)c1ccc(N2CCN(C(=O)C(=O)c3cn(CC(=O)N4CCCCCC4)c4ccccc34)CC2)cc1
(29) Cc1cc(C)cc(NC(=S)N(C)C)c1
(30) N#Cc1ccc(-c2csc(NNC(=O)c3ccccc3)n2)cc1
(31) COc1ccc(NC(=O)COc2ccc(C(=O)NCc3cccnc3)cc2OC)cc1
(32) Cc1ccc(NC(=O)C2CCN(C(=O)NC3CCCCC3)CC2)cc1Cl

assay / entry | 25 | 26 | 27 | 28 | 29 | 30 | 31 | 32
IL-1B inflam inh | 6 | -6 | 11 | i | . | -2 | 7 | 19
ATXN viability | i | i | i | i | i | i | ? | i
HT1080NT lethal | 9% | -6% | -3%[9.24 µM] | 3% | 23% | -4% | -3% | -3%
KB-3-1 tox | 0% | -16%&-2% | ? | 2% | 1% | 11% | -7% | -7%
HT1080 IDH1KD tx | 1% | -1% | -4% | -1% | 12% | 10µM* | 14% | 0%
MCF10A rereplic | 2% | -32%[inhibitor] | 1% | -1% | -14% | -3% | 4% | 2%
SW480 rerep | 16% | 3% | -17% | -5% | -11% | ? | 3% | -8%
ATXN2 expr inh | 10% | -20%&0% | -23% | -1% | 22% | -21% | . | -10%
KB-V1 cytotox | -28% | 8%&2% | -11% | -20% | 8% | -1% | 19% | -3%

# The last three entries of the part before come first, to join the parts:
(30) N#Cc1ccc(-c2csc(NNC(=O)c3ccccc3)n2)cc1
(31) COc1ccc(NC(=O)COc2ccc(C(=O)NCc3cccnc3)cc2OC)cc1
(32) Cc1ccc(NC(=O)C2CCN(C(=O)NC3CCCCC3)CC2)cc1Cl
(33) Cc1nc(NC(=O)C2CC2)sc1C(=O)NC1CCCCC1
(34) COCCNC(=O)/C(=C/c1ccccc1Cl)c1ccccc1
(35) CCCC(=O)NC(c1ccccc1)c1ccc2cccnc2c1O (stereo unspecified)
(36) CCN(Cc1ccccc1)C(=O)c1cc2cc(OC)c(OC)cc2[nH]1
(37) COC(=O)C(=C/C=C/c1cccnc1)C(=O)OC
(38) Cc1onc(-c2ccccc2)c1C(=O)OCC(=O)N(C)c1c(N)n(Cc2ccccc2)c(=O)[nH]c1=O
(39) COc1ccc(OCC(O)CN2CCC(CN3C(=O)c4cccc5cccc(c45)C3=O)CC2)cc1 (stereo unspecified)
(40) CCCCc1nn2c(=O)cc(COC(=O)CNC(=O)COc3ccc(C)cc3)nc2s1

assay / entry | 30 | 31 | 32 | 33 | 34 | 35 | 36 | 37 | 38 | 39 | 40
IL-1B inflam inh | -2 | 7 | 19 | 8 | ? | 176 | 19 | 17 | -1 | . | .
ATXN viability | i | ? | i | i | . | i | i | i | i | ? | i
HT1080NT lethal | -4% | -3% | -3% | 10% | -1% | -23% | 14% | 16% | -5% | 23µM* | .
KB-3-1 tox | 11% | -7% | -7% | 7% | -15% | ? | 5% | -7% | 4% | 0% | 14%
HT1080 IDH1KD tx | 10µM* | 14% | 0% | 7% | -4% | ? | 12% | 20% | -1% | ? | .
MCF10A rereplic | -3% | 4% | 2% | -1% | 3% | ? | -1% | ? | 0% | 12% | .
SW480 rerep | ? | 3% | -8% | 0% | -1% | ? | -9% | -1% | 1% | ? | .
ATXN2 expr inh | -21% | . | -10% | -10%[11.3 µM] | 6% | 14µM* | -6% | -5% | -5% | ? | 2%
KB-V1 cytotox | -1% | 19% | -3% | -19% | 0% | ? | -16% | 1% | -12% | -25% | ?

(41) Cc1ccc[n+](C(C)C(=O)c2ccc(Cl)cc2)c1 (stereo unspecified)
(42) Nc1nonc1-n1nnc(C(=O)c2ccccc2)c1-c1ccccc1
(43) CCOc1ccc(Nc2nc(Cc3nnc(SCC(=O)NC4CCCC4)n3C)cs2)cc1
(44) O=C(NC1(O)C(=O)c2ccccc2C1=O)c1c(Cl)cccc1Cl

assay / entry | 41 | 42 | 43 | 44
IL-1B inflam inh | 0 | -12 | 12 | 7
ATXN viability | i | i | i | ?
HT1080NT lethal | 0% | -11% | 10% | -2%
KB-3-1 tox | -5% | -9% | -3% | -1%
HT1080 IDH1KD tx | 1% | -15% | -6% | -3%
MCF10A rereplic | 10% | 2% | ? | ?
SW480 rerep | -19% | -6% | 2% | ?
ATXN2 expr inh | 5% | -4% | 4% | -35%
KB-V1 cytotox | 17% | -21% | -7% | ?

# Screening results: PubChem, National Center for Advancing Translational Sciences (NCATS)
